# ADAM17 inh – inhibitors of human ADAM17; recombinant ADAM17, EDANS/DABCYL FRET peptide cleavage; 370,000 compounds, 0.83% hits; inhibition, % at 6.95 µM;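 active = inhibition above the mean of compounds lying between control limits plus 3 SD, set per campaign, cut at about 8.5% in these data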;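 note: 0% = DMSO-only wells as the low control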
# proKLK7 act – activators of human kallikrein-7 zymogen; P49862; purified proKLK7, EDANS-DABCYL substrate fluorescence; 100% is mature enzyme control, 0% vehicle; activation, % at 7 µM; 370,000 compounds, 0.9% hits; AID 652039;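 active = activation above the mean of all tested compounds plus 3 SD, computed per campaign excluding outliers beyond control limits, cut at about 13% in these data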
# PLCg1 inh – PLC-gamma1 (human) inhibition, primary screen; P19174; purified PLC-gamma1, fluorogenic substrate, fluorescence; inhibition, % at 12.2 µM; 370,000 compounds, 0.84% hits; AID 720700; in the data active = inhibition above about 9.5%
# DDE Tn7 FP inh – disrupts Tn7 cyclic peptide binding to fibrin D-Dimer-E complex. inhibition, % at 8.3 µM. P02675. FP displacement of FITC-Tn7 peptide from fibrin DD(E); 0% = median of compound wells per plate. AID 720508. 370,000 compounds, 0.13% hits;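 active = inhibition above the mean of compounds falling within the control limits plus 3 SD of them, cut at about 14% in these data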;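 note: 0% = plate median of compound wells and 100% = 10 µM Aha-Tn7 peptide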
# Target sequence (P02675 whole entry, looked up): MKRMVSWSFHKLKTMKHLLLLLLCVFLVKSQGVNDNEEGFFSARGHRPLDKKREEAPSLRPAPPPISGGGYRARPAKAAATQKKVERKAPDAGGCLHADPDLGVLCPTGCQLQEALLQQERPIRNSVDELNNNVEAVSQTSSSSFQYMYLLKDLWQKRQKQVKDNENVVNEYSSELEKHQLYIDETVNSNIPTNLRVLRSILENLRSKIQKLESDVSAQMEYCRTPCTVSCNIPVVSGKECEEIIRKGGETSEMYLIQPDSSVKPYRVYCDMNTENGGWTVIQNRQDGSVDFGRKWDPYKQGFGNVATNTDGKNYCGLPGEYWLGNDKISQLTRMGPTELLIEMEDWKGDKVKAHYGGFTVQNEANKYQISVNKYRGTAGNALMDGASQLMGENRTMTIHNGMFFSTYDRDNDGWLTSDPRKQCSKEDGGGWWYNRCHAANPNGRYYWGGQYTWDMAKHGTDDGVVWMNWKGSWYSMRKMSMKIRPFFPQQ
#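 Test system – human fibrin DD(E) · Times – 10 min preincubation, 3 h with tracer, room temperature · Detection – fluorescence polarization of the labelled Tn7 tracer · Measure – percent inhibition normalized to high-control wells · Benchmarks – high control wells with 10 µM unlabelled Aha-Tn7 peptide (full inhibition) · Repeats – singlicate testing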
# DDE Tn6 FP inh – inhibitors of Tn6 peptide binding to human fibrin DD(E) | P02675 | Fibrin DD(E) TRITC-Tn6 fluorescence polarization displacement | inhibition, % at 8.3 µM | 370,000 compounds, 0.21% hits;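 active = inhibition above a per-campaign cutoff: mean of compounds within control limits plus 3 SD, cut at about 15% in these data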;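 note: 0% = median of all compound wells on the plate and 100% = blocking peptide control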
# LEDGF integ inh – blocks HIV-1 LEDGF/p75-dependent DNA integration. TR-FRET IN-LEDGF/p75 DNA integration, Eu/Cy5. inhibition, % at 3.7 µM. 370,000 compounds, 0.64% hits. AID 743269;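 active = inhibition above the screen-wide mean plus 3 SD, cut at about 13% in these data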;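 note: signal is the Cy5 over europium emission ratio at 671 and 618 nm; 0% = plate median of compound wells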
# ARFGAP1 inh – rat ARFGAP1 inhibition | Q62848 | Arfgap1-stimulated ARF1 GTP hydrolysis, GDP FP detection | inhibition, % at 16.5 µM | 360,000 compounds, 0.26% hits;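 active = inhibition above a per-plate limit, mean inhibition of low control wells plus 3 SD, cut at about 25% in these data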;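 note: 0% = DMSO wells with enzyme and 100% = wells lacking Arfgap1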
# Target sequence (Q62848 1-136 limits assumed): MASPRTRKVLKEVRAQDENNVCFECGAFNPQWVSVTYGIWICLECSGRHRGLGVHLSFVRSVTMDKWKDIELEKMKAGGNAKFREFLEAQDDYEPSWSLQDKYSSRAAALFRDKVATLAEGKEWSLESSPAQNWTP
#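 System: truncated rat Arfgap1 GAP domain / Benchmarks: high control wells lacking Arfgap1, low control full reaction with DMSO / Times: compound-enzyme preincubation 20 min, reaction 120 min, detection 60 min, 25 °C / Repeats: one replicate per compound / Also added: human ARF1(Δ1-17)-GTP substrate / Measured by: Tracer-displacement fluorescence polarization with EDTA stop, 620/688 nm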
# ADAM10 inh – inhibitors of human ADAM10; O14672; recombinant ADAM10, EDANS/DABCYL FRET peptide cleavage, 3 h; inhibition, % at 7 µM; 370,000 compounds, 0.62% hits; AID 720582;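 active = inhibition above a per-campaign cutoff equal to the mean of compounds falling between control-based bounds plus 3 SD, cut at about 20% in these data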;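 note: 0% = DMSO wells while the 100% control is not disclosed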
# ASAP1 GAP inh – ASAP1 ArfGAP inhibition. Q9ULH1. ASAP1-stimulated ARF1 GTP hydrolysis, GDP FP detection. inhibition, % at 16.5 µM. 360,000 compounds, 0.19% hits. AID 624377; in the data active = inhibition above about 25%;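 note: 0% = vehicle with enzyme and substrate and 100% = no enzyme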
# TDP2 inh – blocks human TDP2 phosphodiesterase activity | recombinant TDP2, T5PNP hydrolysis, p-nitrophenol absorbance 415 nm | O95551 | AID 720702 | 370,000 compounds, 0.34% hits | inhibition, % at 12.8 µM;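 active = inhibition above the mean of all tested compounds plus 3 SD, set per campaign, cut at about 25% in these data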;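 note: 0% = DMSO with enzyme and 100% = buffer with substrate but no TDP2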
# Target sequence (O95551 whole entry, looked up): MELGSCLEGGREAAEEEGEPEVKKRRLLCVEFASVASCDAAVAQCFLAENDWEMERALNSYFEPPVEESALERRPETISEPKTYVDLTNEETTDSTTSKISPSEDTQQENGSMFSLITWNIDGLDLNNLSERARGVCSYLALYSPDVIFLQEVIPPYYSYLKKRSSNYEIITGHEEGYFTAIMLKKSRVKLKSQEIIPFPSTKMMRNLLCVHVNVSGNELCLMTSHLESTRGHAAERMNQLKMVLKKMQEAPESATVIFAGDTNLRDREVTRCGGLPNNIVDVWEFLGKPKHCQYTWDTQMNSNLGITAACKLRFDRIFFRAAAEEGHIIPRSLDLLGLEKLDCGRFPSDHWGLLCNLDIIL
#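 test system = human TDP2 enzyme | input = TDP2 enzyme at 120 nM final | medium = 50 mM Tris-HCl pH 7.5 with Mg2+, KCl, DTT, BSA | also added = T5PNP substrate, 5 mM | times = 2 h at 37 °C | technique = epi absorbance | benchmarks = high control without enzyme, low control DMSO plus TDP2 | replication = each compound tested once, singlicate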
# * = called active by the depositor; i = inactive; / = not tested or not shown.
SMILES,ADAM17 inh,proKLK7 act,PLCg1 inh,DDE Tn7 FP inh,DDE Tn6 FP inh,LEDGF integ inh,ARFGAP1 inh,ADAM10 inh,ASAP1 GAP inh,TDP2 inh
CCC(C)(C)NC(=O)C(c1ccc(OC)cc1)N(C(=O)CCC(=O)Nc1cc(C)on1)c1ccc(F)cc1 (configuration not stated),1,0.0,5,-10,-4,-3,7,7,0,-7
CC1(C(=O)Nc2ccc3[nH]ncc3c2)CCN1C(=O)CC(c1ccccc1)c1ccccc1 (configuration not stated),2,0.0,-1,-1,-4,0,16,2,3,4
COc1ccc(Cl)cc1-c1cc(C(=O)N[C@H](C)c2ccccc2)[nH]n1,4,0.4,-1,-6,-3,0,9,5,-11,-11
CCOC(=O)c1cc2c(ccn2C)n1CC(=O)N1CCC(C)CC1,-2,0.2,0,-2,7,0,10,-8,4,-21
CCCn1c(N)c(C(=O)CSc2nnc(N)s2)c(=O)[nH]c1=O,-2,0.3,3,2,7,3,-2,4,3,-7
NC(=O)C1CCN(CC(=O)NC(=O)NC2CCCC2)CC1,-4,0.2,2,0,5,3,6,11,9,0
COc1cc2[nH]c(C(=O)N3CCC(Cc4ccccc4)CC3)cc2c(OC)c1OC,3,-0.1,-60,0,-3,6,-12,17,5,-11
C=CCNC(=O)NC(=O)COC(=O)CC(NC(N)=O)c1ccc(Cl)cc1 (configuration not stated),-1,0.0,1,0,-1,-1,-2,-1,3,7
C#CCNC(=O)C[C@@H]1C(=O)N(Cc2ccc(OC)cc2)/C2=C/CCCCC[C@@]21C(=O)OCC,-5,0.4,-1,6,2,-2,/,-6,/,2
Cc1n[nH]c(=S)n(NC(=O)CC(=O)Nn2c(=S)[nH]nc(C)c2=O)c1=O,1,0.1,1,3,-2,-33,-3,-2,-2,-2
COc1ccc(OC)c(C(=O)COC(=O)CNC(=O)C2CCCCC2)c1,3,-0.1,-3,6,-2,-1,13,-8,12,6
CC(=O)c1ccc(NC(=O)C(NC(=O)c2ccccc2)=C(C)C)cc1,-1,0.2,2,-7,-5,4,-3,0,-3,3
N#CC1=C(S)N=C(N)C(c2nc(-c3ccccc3)cs2)C12CCCC2 (configuration not stated),3,-0.6,-4,-8,5,0,2,9,1,7
Cc1ccnc(NC(=O)CS(=O)(=O)Cc2ccccc2)c1,-3,0.6,-8,6,2,1,-8,-18,-12,7
O=C(Nn1cnnc1)c1ccc(F)c(S(=O)(=O)N2CCCCC2)c1,-3,-0.5,-2,5,1,1,4,-12,-2,3
Nc1ccc(Br)c2cccnc12,7,-0.8,-1,-5,0,54*,2,9,13,47*
COc1ccc(OCCC(=O)OCC(=O)c2ccc[nH]2)cc1,-1,0.3,0,-3,6,2,0,0,-4,3
CCC1CCc2sc(C(=O)N(C)CC(=O)Nc3ccc(OC)cc3)cc2C1 (configuration not stated),3,1.1,-2,2,14,7,-2,14,-5,-5
CCOC(=O)C1CCN(C(=O)Nc2ccc(Cl)cc2Cl)CC1,4,-0.1,4,-2,6,1,11,8,8,4
CC(Sc1nnc(COc2ccccc2)n1-c1ccccc1)C(=O)O (configuration not stated),1,-0.8,0,-8,0,3,5,1,15,-1
COc1cc(C2CC(=O)Oc3c(C(CCN4CCN(c5ccccc5)CC4)c4ccc(N(C)C)cc4)c(OC)cc(OC)c32)cc(OC)c1OC (configuration not stated),2,1.8,1,1,7,-2,-3,10,12,0
O=C(O)c1c(NC(=O)c2cccc3ccccc23)sc2c1CCC2,-1,-1.1,-11,-1,2,-1,-4,-8,-7,3
CCOc1ccc(NC(=O)N2CCc3ccccc3C2)cc1,-4,-0.1,0,8,5,-2,-2,-5,-7,6
CCCNC(=O)CN1C(=O)NC(CCc2ccccc2)C1=O (configuration not stated),0,0.3,-1,-4,0,0,-10,-1,6,4
COc1ccc(C(=O)NCC(=O)OCC(=O)Nc2c(C)n(C)n(-c3ccccc3)c2=O)cc1,2,-0.2,2,1,7,0,-8,-1,3,1
COc1ccc(CC(=O)NCCS(=O)(=O)N2CCN(c3ccccc3OC)CC2)cc1,0,0.2,3,1,-1,0,8,-5,-8,5
CCC1S/C(=N/N=C/c2ccco2)NC1=O (configuration not stated),4,0.4,11*,1,4,1,11,0,12,-3
CC(C)Cn1cc(C(=O)NCC2CCCO2)c2c3ccccc3n(C)c2c1=O (configuration not stated),-56,-16,-184,-6,1,3,2,-171,16,2
CCCCCCCCN1C(=O)[C@@H](CC(=O)NCCCC)C[C@@]2(C(=O)OC)C1=C[C@H](C(C)(C)C)O[C@@H]2C,-2,-0.8,-1,8,5,-2,4,-3,-2,0
Cc1ccc(S(=O)(=O)N(C)C[C@@H]2OCc3cnnn3CCCC(=O)N([C@@H](C)CO)C[C@@H]2C)cc1,-1,0.4,1,2,3,2,-9,-11,1,0
CC(=O)c1ccc(-c2ccccc2C2=CC(=O)CC(C)(C)C2=O)cc1,-4,-0.5,1,8,2,-1,11,-11,-7,-1
COc1ccc(Cl)cc1NC(=O)CN(C)C(C)C(=O)NC(=O)NC1CCCCC1 (configuration not stated),-6,0.0,2,-4,3,-4,13,-6,1,3
Cc1cccc(NC(=O)CNC(=O)[C@H](CCc2ccccc2)NC(=O)[C@H]2O[C@@H](n3cnc4c(N)ncnc43)[C@H](O)[C@@H]2O)c1C,1,0.7,2,-7,7,-3,-9,-10,1,3
CCOC(=O)CN1C(=O)N2C[C@H]3CON(C)[C@H]3C[C@H]2c2ccccc21,0,-0.2,3,-1,2,6,2,2,2,0
COc1cccc(Oc2c(C)oc3c(CN4CCCC4)c(O)ccc3c2=O)c1,i,75*,i,-5,1,2,-16,i,3,6
CC12CCC(c3c(C(=O)Nc4nccs4)nn(-c4ccccc4)c31)C2(C)C (configuration not stated),-3,-0.3,-99,11,-3,1,0,2,-13,2

# Eleven of the compounds above, bar-delimited:
SMILES | ADAM17 inh | proKLK7 act | PLCg1 inh | DDE Tn7 FP inh | DDE Tn6 FP inh | LEDGF integ inh | ARFGAP1 inh | ADAM10 inh | ASAP1 GAP inh | TDP2 inh
COc1ccc(CC(=O)NCCS(=O)(=O)N2CCN(c3ccccc3OC)CC2)cc1 | 0 | 0.2 | 3 | 1 | -1 | 0 | 8 | -5 | -8 | 5
CCC1S/C(=N/N=C/c2ccco2)NC1=O (configuration not stated) | 4 | 0.4 | 11* | 1 | 4 | 1 | 11 | 0 | 12 | -3
CC(C)Cn1cc(C(=O)NCC2CCCO2)c2c3ccccc3n(C)c2c1=O (configuration not stated) | -56 | -16 | -184 | -6 | 1 | 3 | 2 | -171 | 16 | 2
CCCCCCCCN1C(=O)[C@@H](CC(=O)NCCCC)C[C@@]2(C(=O)OC)C1=C[C@H](C(C)(C)C)O[C@@H]2C | -2 | -0.8 | -1 | 8 | 5 | -2 | 4 | -3 | -2 | 0
Cc1ccc(S(=O)(=O)N(C)C[C@@H]2OCc3cnnn3CCCC(=O)N([C@@H](C)CO)C[C@@H]2C)cc1 | -1 | 0.4 | 1 | 2 | 3 | 2 | -9 | -11 | 1 | 0
CC(=O)c1ccc(-c2ccccc2C2=CC(=O)CC(C)(C)C2=O)cc1 | -4 | -0.5 | 1 | 8 | 2 | -1 | 11 | -11 | -7 | -1
COc1ccc(Cl)cc1NC(=O)CN(C)C(C)C(=O)NC(=O)NC1CCCCC1 (configuration not stated) | -6 | 0.0 | 2 | -4 | 3 | -4 | 13 | -6 | 1 | 3
Cc1cccc(NC(=O)CNC(=O)[C@H](CCc2ccccc2)NC(=O)[C@H]2O[C@@H](n3cnc4c(N)ncnc43)[C@H](O)[C@@H]2O)c1C | 1 | 0.7 | 2 | -7 | 7 | -3 | -9 | -10 | 1 | 3
CCOC(=O)CN1C(=O)N2C[C@H]3CON(C)[C@H]3C[C@H]2c2ccccc21 | 0 | -0.2 | 3 | -1 | 2 | 6 | 2 | 2 | 2 | 0
COc1cccc(Oc2c(C)oc3c(CN4CCCC4)c(O)ccc3c2=O)c1 | i | 75* | i | -5 | 1 | 2 | -16 | i | 3 | 6
CC12CCC(c3c(C(=O)Nc4nccs4)nn(-c4ccccc4)c31)C2(C)C (configuration not stated) | -3 | -0.3 | -99 | 11 | -3 | 1 | 0 | 2 | -13 | 2

# Going on with the list:
SMILES,ADAM17 inh,proKLK7 act,PLCg1 inh,DDE Tn7 FP inh,DDE Tn6 FP inh,LEDGF integ inh,ARFGAP1 inh,ADAM10 inh,ASAP1 GAP inh,TDP2 inh
c1cncc(CSc2nnc3ccc(-c4cccs4)nn23)c1,-10,2.6,-69,-6,-2,5,8,-19,3,1
O=C(CCCn1c(SCC(=O)c2ccc(F)cc2)nc2ccccc2c1=O)NCc1ccccc1,-4,0.1,-2,1,-5,0,11,-4,-2,0
CCCCOc1ccc(S(=O)(=O)Nc2cc(OC)ccc2OC)cc1,3,-0.2,1,-12,4,0,8,9,19,-9
COc1cc(C(=O)OCCNC(=O)c2ccncc2)cc(OC)c1OC,-3,0.2,0,-4,0,-7,-9,-5,-5,0
C/C(=N\Nc1nnc2c3ccccc3n(C)c2n1)c1ccc(C)o1,-1,-0.1,-9,4,-3,0,-5,-5,-6,0
CCOc1ccccc1Nc1nnc(SCC(=O)NC(Cc2c[nH]c3ccccc23)C(=O)O)s1 (configuration not stated),-2,-0.2,-5,2,6,-3,-1,-2,-7,1
C[C@H](O)[C@@H]1C(=O)N2CCc3c([nH]c4ccccc34)[C@@H]2C[C@@H]1N(C)C(=O)Nc1ccc(F)cc1,-123,-16,-373,5,5,3,-8,-406,-6,-2
CC(=O)CC(=O)Nc1ccc(C(N)=O)cc1,-5,-0.3,0,1,0,-2,-4,-2,-3,11
COc1ccc(S(=O)(=O)NC(CC(=O)NCc2ccco2)C(C)C)cc1 (configuration not stated),-3,-0.6,0,-5,-4,0,-3,-7,3,-3
O=C(Nc1ccnn1C1CCN(C(=O)c2c(F)cccc2F)CC1)C1CC1,0,0.0,0,5,1,-3,-3,-8,7,-4
CCOC(=O)c1csc(NC(=O)CC2CCCC2)n1,-3,0.4,1,0,-11,-1,1,0,-4,8
CCCOc1ccc(C2(C(=O)O)CCCC2)cc1,3,-0.2,2,-12,3,1,6,3,-17,-5
NS(=O)(=O)c1ccc(NC(=O)c2ccc(S(=O)(=O)N3CCc4ccccc43)cc2)cc1,4,0.3,6,0,-5,3,9,17,6,-3

# Screening results deposited in PubChem by The Scripps Research Institute Molecular Screening Center.
